Compound activity as filed in PubChem BioAssay.
Runt-SMMHC FRET = inhibitors of RUNX1 Runt–CBFb-SMMHC binding, primary screen, biochemical, FRET, Cerulean-Runt, Venus-CBFb-SMMHC, uHTS | hit rate 0.74% among 220,000 | Runt-related transcription factor 1 (Homo sapiens) + Core-binding factor subunit beta … | Cerulean-Runt/Venus-CBFb-SMMHC FRET ratio 530/480, 1 h | AID 1434, 2008 | inhibition, % at 20 µM;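 active = mean inhibition across duplicate retests at 20 µM reaching about 50%, limit read from the data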;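 note: 0% = DMSO wells and 100% = wells with excess untagged CBFb-SMMHC; inhibitors lower the FRET ratio by blocking Runt binding to CBFb-SMMHC; some results filed as inactive read as strong as hits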
Runt-CBFb FRET = inhibitors of RUNX1 Runt–CBFb binding, primary screen, biochemical, FRET, Cerulean-Runt, Venus-CBFb, uHTS. Cerulean-Runt/Venus-CBFb FRET ratio 530/480, 1 h. inhibition, % at 20 µM. hit rate 0.46% among 220,000. AID 1496, 2009;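 active = inhibition over about 50% at 20 µM in the single-dose screen, limit read from the data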;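 note: 0% = DMSO wells and 100% = excess unlabeled CBFb competitor control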
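test system = Cerulean-tagged RUNX1 Runt domain (FRET donor) fusion protein | reagent = Venus-CBFb binding partner, 100 nM | incubation = protein complex preformed 1 h, compound exposure 1 h, room temperature, dark | detection = FRET fluorescence | read-out basis = loss of energy transfer signal | controls = 5 µM unlabeled CBFb as full-inhibition high control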
FXIa inh 1536 = human FXIa protease inhibitors, primary screen, biochemical, 1536-well; Coagulation factor XI (Homo sapiens), P03951; purified FXIa, Boc-Glu-Ala-Arg-AMC fluorogenic substrate; inhibition, % at 5 µM; hit rate 0.14% among 220,000;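 active = inhibition of at least 40%; inactive = inhibition below 40%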;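 note: fluorescence of freed AMC excited at 355 nm; 0% = enzyme without compound and 100% = no enzyme blank; many of its hits are not listed in these tables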
Target sequence (P03951 19-387 limits assumed): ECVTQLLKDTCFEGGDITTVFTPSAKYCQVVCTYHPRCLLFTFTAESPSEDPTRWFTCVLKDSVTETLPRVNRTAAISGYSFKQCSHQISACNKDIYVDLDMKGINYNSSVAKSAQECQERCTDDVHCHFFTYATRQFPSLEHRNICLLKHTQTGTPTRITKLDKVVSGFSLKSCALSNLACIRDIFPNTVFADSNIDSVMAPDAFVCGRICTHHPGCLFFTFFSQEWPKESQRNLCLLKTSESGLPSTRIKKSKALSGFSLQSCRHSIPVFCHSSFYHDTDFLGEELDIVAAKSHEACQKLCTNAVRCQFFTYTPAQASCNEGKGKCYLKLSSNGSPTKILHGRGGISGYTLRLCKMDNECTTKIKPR
Target sequence (P03951 388-625 limits assumed): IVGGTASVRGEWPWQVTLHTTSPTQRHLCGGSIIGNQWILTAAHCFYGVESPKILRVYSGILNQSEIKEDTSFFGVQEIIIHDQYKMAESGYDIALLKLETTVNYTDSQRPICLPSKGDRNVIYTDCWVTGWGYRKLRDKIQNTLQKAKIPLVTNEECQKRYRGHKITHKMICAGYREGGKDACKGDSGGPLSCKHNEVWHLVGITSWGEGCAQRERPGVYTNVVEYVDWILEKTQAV
Wee1 stabilizer = Wee1 degradation inhibitors, primary screen, cell-based, HeLa, Wee1K328M-luciferase, luminescence. reporter increase, % at 5 µM. hit rate 1.2% among 220,000. HeLa Luc-Wee1K328M stability; 100% = proteasome inhibitor MG132 effect. Wee1-like protein kinase (Homo sapiens), P30291;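 active = activation above the mean of all tested compounds plus 3 SD, set per screening run, cut at about 8.8% in these data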;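 note: cells exposed to compound for 20 h before luminescence read; 0% = DMSO alone and 100% = MG132 at 30 µM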
KLK5 inh = human KLK5 protease inhibitors, primary screen, biochemical, 1536-well | recombinant hK5, fluorogenic AMC substrate cleavage | inhibition, % at 5 µM | hit rate 0.59% among 210,000;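 active = inhibition of 40% or more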;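 note: 0% = enzyme controls without compound and 100% = no-enzyme blanks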
Target sequence (Q9Y337 67-293 limits assumed): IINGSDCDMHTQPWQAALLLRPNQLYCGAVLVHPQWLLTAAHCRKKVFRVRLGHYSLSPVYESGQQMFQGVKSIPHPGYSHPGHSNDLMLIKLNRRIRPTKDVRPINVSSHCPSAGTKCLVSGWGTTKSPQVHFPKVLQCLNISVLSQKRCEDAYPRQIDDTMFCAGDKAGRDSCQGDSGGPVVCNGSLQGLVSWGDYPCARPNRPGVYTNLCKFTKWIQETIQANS
Hck Nef HTS = inhibitors of Nef-activated human Hck kinase, primary screen, biochemical, Z-Lyte FRET, 384-well, Hck-YEEI; Tyrosine-protein kinase HCK (Homo sapiens), P08631; Recombinant Hck-YEEI plus Nef, Z-Lyte FRET kinase assay; inhibition, % at 20 µM; hit rate 0.68% among 220,000; AID 463187, 2010;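 active = Hck-Nef kinase inhibition above about 50%, limit read from the data; inactive = inhibition below that limit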;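 note: 0% = DMSO with Hck plus Nef and 100% = Hck alone without Nef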
Thrombin inh = human alpha-thrombin inhibitors, primary screen, counter-screen for coagulation protease inhibitor project, biochemical, 1536-well, fluorogenic AMC substrate; Prothrombin (Homo sapiens), P00734; Boc-VPR-AMC fluorogenic substrate cleavage; inhibition, % at 5 µM; hit rate 0.26% among 220,000; AID 1046, 2008;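 active = inhibition at or above 40%; inactive = inhibition below 40%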;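 note: 0% = enzyme with no compound and 100% = wells without enzyme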
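Assay system: human alpha-thrombin enzyme. Reagent: Boc-VPR-AMC substrate, 15 µM final. Compound dosing: one concentration per compound, 5 µM, with 0.2% DMSO. Incubation: room-temperature reaction. Technique: AMC fluorescence, 355/460 nm. Measure: % inhibition relative to enzyme controls and enzyme-free blanks.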
FXIIa inh 1536 = human FXIIa protease inhibitors, primary screen, biochemical, 1536-well. Coagulation factor XII (Homo sapiens), P00748. purified FXIIa, Boc-QGR-AMC fluorogenic substrate, 2 h. inhibition, % at 5 µM. hit rate 0.3% among 220,000. AID 800, 2007; in the data active = inhibition above about 40%;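 note: 0% = enzyme with no compound and 100% = blank without enzyme; many of its hits are not listed in these tables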
14-3-3 Bad inh = inhibitors of 14-3-3 zeta/Bad binding, primary screen, biochemical, TR-FRET, bovine 14-3-3 zeta; hit rate 0.71% among 220,000; AID 781, 2007; inhibition, % at 21.7 µM; TR-FRET 14-3-3zeta/Dy647-pBad peptide displacement, 1 h;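 active = inhibition above about 70%, limit read from the data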;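 note: 0% = full 14-3-3 plus peptide FRET controls and 100% = background without 14-3-3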
Target sequence (P63103 whole entry, looked up): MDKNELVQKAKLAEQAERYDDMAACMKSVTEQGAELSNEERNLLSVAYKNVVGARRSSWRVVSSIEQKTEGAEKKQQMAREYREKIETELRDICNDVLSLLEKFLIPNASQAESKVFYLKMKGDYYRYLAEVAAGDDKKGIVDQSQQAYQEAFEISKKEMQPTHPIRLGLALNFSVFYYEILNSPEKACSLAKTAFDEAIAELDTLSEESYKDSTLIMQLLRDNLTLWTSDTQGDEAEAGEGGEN
* marks the source's active call; other numbers are inactive results; nt = no result given; [ ] = another dose, or the depositor's remark. Random draw from the library; any-hit rate near 4.2%.

SMILES	Runt-SMMHC FRET	Runt-CBFb FRET	FXIa inh 1536	Wee1 stabilizer	KLK5 inh	Hck Nef HTS	Thrombin inh	FXIIa inh 1536	14-3-3 Bad inh
Cc1ccc(-c2nnn(CC(=O)N(C)C3CCCCC3)n2)o1	0	1	5	-2	-6	-2	3	9	-14
Cc1ccc(S(=O)(=O)N2CCN(C(=O)CN3CCCCC3)C2)cc1	-3	3	-12	-3	-3	-2	-12	-25	4
Cc1nc2cc(NC(=O)NCCCO)ccc2o1	-1	-1	-5	-1	-3	17	-17	-1	-4
COC(=O)/C=C1/N/C(=N\c2nc(C)cc(C)n2)N(c2cccc(C)c2)C1=O	0	-2	7	-4	-13	1	-15	15	-1[fluorescence artefact?]
COc1ccc(/C=N/NC(=O)C2(O)c3ccccc3-c3ccccc32)cc1	3	0	6	0	7	0	-2	4	-15[fluorescence artefact?]
COc1ccc(N2CC(C)(C)C2=O)cc1	1	1	-1	3	14	29	-8	6	-9
O=C(CSc1cccc[n+]1[O-])NC(=O)c1ccc(OC(F)F)cc1	-3	1	0	-2	3	-18	2	7	3
CCOC(=O)c1ccc(N2C(=O)CC(N3CC(C)OC(C)C3)C2=O)cc1 (stereo not drawn)	2	-1	7	-3	-21	6	5	8	3
CCOCc1cn(CC(=O)c2ccc(Cl)cc2)c(C)nc1=N	1	0	3	-1	8	-17	2	15	6
CC(=O)Nc1ccc(S(=O)(=O)NC2(C(F)(F)F)NC(=O)N(CC(C)C)C2=O)cc1 (stereo not drawn)	-2	-1	1	-1	nt	1	-2	13	-1
NC(=O)CC(NC(=O)Cc1ccc(Br)cc1)c1ccc(NCc2ccc(F)c(F)c2)c([N+](=O)[O-])c1 (stereo not drawn)	-6	-9	5	nt	5	39	3	12	7
Cc1nn(-c2ccccc2)c(N2CCCC2)c1/C=N/NC(=O)C1CC1	2	-1	-6	-1	-3	13	-8	2	2

Exported with values under each structure: four of the compounds above
Below each compound – Runt-SMMHC FRET	Runt-CBFb FRET	FXIa inh 1536	Wee1 stabilizer	KLK5 inh	Hck Nef HTS	Thrombin inh	FXIIa inh 1536	14-3-3 Bad inh
- NC(=O)CC(NC(=O)Cc1ccc(Br)cc1)c1ccc(NCc2ccc(F)c(F)c2)c([N+](=O)[O-])c1 (stereo not drawn)
    -6	-9	5	nt	5	39	3	12	7
- CCOC(=O)c1ccc(N2C(=O)CC(N3CC(C)OC(C)C3)C2=O)cc1 (stereo not drawn)
    2	-1	7	-3	-21	6	5	8	3
- O=C(CSc1cccc[n+]1[O-])NC(=O)c1ccc(OC(F)F)cc1
    -3	1	0	-2	3	-18	2	7	3
- Cc1ccc(-c2nnn(CC(=O)N(C)C3CCCCC3)n2)o1
    0	1	5	-2	-6	-2	3	9	-14

3 records drawn at random from those above, as already listed:
SMILES	Runt-SMMHC FRET	Runt-CBFb FRET	FXIa inh 1536	Wee1 stabilizer	KLK5 inh	Hck Nef HTS	Thrombin inh	FXIIa inh 1536	14-3-3 Bad inh
Cc1nn(-c2ccccc2)c(N2CCCC2)c1/C=N/NC(=O)C1CC1	2	-1	-6	-1	-3	13	-8	2	2
Cc1ccc(S(=O)(=O)N2CCN(C(=O)CN3CCCCC3)C2)cc1	-3	3	-12	-3	-3	-2	-12	-25	4
Cc1ccc(-c2nnn(CC(=O)N(C)C3CCCCC3)n2)o1	0	1	5	-2	-6	-2	3	9	-14

(more compounds)
SMILES	Runt-SMMHC FRET	Runt-CBFb FRET	FXIa inh 1536	Wee1 stabilizer	KLK5 inh	Hck Nef HTS	Thrombin inh	FXIIa inh 1536	14-3-3 Bad inh
Cc1cccc(NC(=O)C2CCCN(C(=O)NC3CCCCC3)C2)c1C (stereo not drawn)	-9	1	-5	-1	-3	1	-2	-2	-5
CCOc1ccc(C(=O)Nc2ccc(NC(=O)c3ccco3)c(Cl)c2)cc1Cl	-7	-4	-2	-2	-2	1	0	5	17
Cc1ccc(-c2nn3c(C)nnc3c3ccccc23)cc1S(=O)(=O)N(C)CCO	0	0	-4	3	-1	7	-5	5	5[fluorescence artefact?]
Cc1ccc(C(=O)NNS(=O)(=O)c2ccccc2[N+](=O)[O-])cc1	3	2	-5	2	-10	4	-3	-1	-8
COC(=O)C1=C(NC(=O)COc2ccc3ccccc3c2)CCS1	2	-2	6	-1	0	3	-2	17	-10
COCCn1c(SCc2ccc(C(=O)OC)o2)nc2cc(Cl)ccc2c1=O	-10	-12	-4	-1	-26	0	-3	6	-4
COc1cc(/C=C(\C#N)c2nc3ccccc3o2)ccc1O	-183	-128	6	0	6	-1	-2	3	1
Cc1ccc(/C=C/S(=O)(=O)NCC(=O)O)cc1	5	-1	-1	7	7	18	-3	3	0
Cc1ccc(N2C(=O)C3C4C=CC(CNC(=S)Nc5ccc(Cl)cc5)(O4)C3C2=O)cc1 (stereo not drawn)	17	27	22	-3	-23	6	0	22	10
C=CCn1cc(C(=O)NCc2ccc(Cl)cc2)c(=O)c2cc(S(=O)(=O)N(CC)CC)ccc21	0	-3	-1	-2	-10	1	0	4	8[fluorescence artefact?]
Cc1ccc(S(=O)(=O)N2CCC(=O)N(CCOC(=O)Nc3cc(C)cc(C)c3)CC2)cc1	-5	-6	-2	-1	-11	-5	-2	7	10[fluorescence artefact?]
COc1ccc(S(=O)(=O)Nc2nc3ccccc3s2)cc1OC	0	1	-8	0	-18	2	-8	2	-1[fluorescence artefact?]
CC12C(=O)N(Cc3ccccc3)C(=O)C1C1C=CC2C1 (stereo not drawn)	4	-1	7	-3	-17	-3	4	5	-7
O=C(CNC(=S)N(Cc1ccccc1)Cc1ccccc1F)NCc1ccccc1	0	-1	-2	2	-3	11	-6	12	-5
Nc1cccc(CCc2nc3ccccc3[nH]2)c1	1	0	-4	6	-18	2	-1	9	-19
CC(C)c1ccc(N(CC(=O)N/N=C/c2ccc(OC3CSC3)cc2)S(=O)(=O)c2ccccc2)cc1	4	0	-11	4	22	-1	59*	-4	-8
COc1ccc2c(c1)CCc1c(C(=O)NCCc3ccc(OC)c(OC)c3)noc1-2	-5	-3	3	2	13	13	-1	20	3
CCc1c(-c2ccccc2)[n+](=O)c2c(n1[O-])CCC2	-2	-1	-8	-1	-3	3	-3	4	-2
COc1ccc(C(CC(=O)O)NC(=O)c2ccco2)cc1 (stereo not drawn)	-1	0	17	1	-6	6	1	20	nt
Cc1cccc(C)c1OCC(=O)N/N=C/c1cccn1C	4	-2	7	-1	-11	7	3	12	-21[fluorescence artefact?]
O=C(NCc1ccc2c(c1)OCO2)C1CCC(=O)N1C1CCCCC1 (stereo not drawn)	1	4	2	-3	3	21	-1	11	-1
CCOC(=O)C1(Cc2cccc(F)c2)CCN(C(=O)c2cscn2)CC1	1	-2	-6	-2	nt	-2	-5	1	1
CN(C)/C(CN1CCCCC1)=C1\N=C(c2ccccc2)OC1=O	4	1	1	0	7	3	2	13	-4
Cc1ccc(Nc2c(-c3ccccc3O)nc3cnccn23)cc1	0	0	5	1	4	35	-5	16	-9
COc1ccc(NC(=O)c2ccc3c(SCC(=O)O)c4c(nc3c2)CCCC4)c(OC)c1	4	0	3	2	2	27	12	15	8
CCCOc1ccc(C(=O)Nc2nc(C)c(Cc3ccc4c(c3)OCO4)s2)cc1	-14	3	-10	-2	-24	7	-6	-2	-6[fluorescence artefact?]
COc1ccc(Cn2nnnc2C(c2cccs2)N2CCOCC2)cc1 (stereo not drawn)	4	-1	-8	-2	-28	0	-1	8	-6
O=C(NCC1CCCO1)C1CCC(=O)N1Cc1ccc(F)cc1 (stereo not drawn)	4	0	4	-2	-12	5	6	18	-6
C=CC[N+](C)(C)C/C(Cl)=C(\Cl)c1ccccc1	3	-1	0	1	-18	1	-8	3	2[fluorescence artefact?]
COC(=O)c1c(C(=O)OC)c(-c2ccc(C)cc2)n2c1CCC2	3	-2	-2	-1	6	0	1	12	-5
C=C(C)CNC(=S)NNC(=O)c1cc(C)oc1C	2	0	-4	-2	-14	4	-7	8	-6
O=C(CN1C(=O)CC(c2ccccc2)=Nc2ccccc21)NC1CCCCC1	-4	-1	2	0	4	1	2	12	1
CCNc1nc(NCC)nc(SCCOc2ccc(C)cc2)n1	2	-3	20	-1	-7	-4	1	26	-2[fluorescence artefact?]
CCOC(=O)Cn1nnc(-c2ccc(OCC(C)C)cc2)n1	0	-4	-8	0	0	1	-3	-1	-3
COc1cc(CC(=O)NCCc2ccc(S(N)(=O)=O)cc2)cc(OC)c1OC	2	2	-5	-2	-10	-3	-4	4	0
O=C(CCCCCNc1nc(=S)[nH]c2ccccc12)NCc1ccccc1Cl	5	2	-5	2	-7	25	2	4	-1

Reformatted: results already given
canonical_smiles: O=C(NCC1CCCO1)C1CCC(=O)N1Cc1ccc(F)cc1 (stereo not drawn)
  Runt-SMMHC FRET = 4	Runt-CBFb FRET = 0	FXIa inh 1536 = 4	Wee1 stabilizer = -2	KLK5 inh = -12	Hck Nef HTS = 5	Thrombin inh = 6	FXIIa inh 1536 = 18	14-3-3 Bad inh = -6
canonical_smiles: C=CC[N+](C)(C)C/C(Cl)=C(\Cl)c1ccccc1
  Runt-SMMHC FRET = 3	Runt-CBFb FRET = -1	FXIa inh 1536 = 0	Wee1 stabilizer = 1	KLK5 inh = -18	Hck Nef HTS = 1	Thrombin inh = -8	FXIIa inh 1536 = 3	14-3-3 Bad inh = 2[fluorescence artefact?]

The list continues:
SMILES	Runt-SMMHC FRET	Runt-CBFb FRET	FXIa inh 1536	Wee1 stabilizer	KLK5 inh	Hck Nef HTS	Thrombin inh	FXIIa inh 1536	14-3-3 Bad inh
Cc1onc(-c2ccccc2)c1-c1ccnc(N)n1	-2	0	-11	-1	3	6	-7	2	0
Cc1ccc(S(=O)(=O)Nc2ccccc2C(=O)Nc2sccc2C(=O)NN(C)C)cc1	2	-2	6	1	-10	-4	-1	9	-5[fluorescence artefact?]
Cc1ccc(C)c(NC(=O)C(=O)NCc2ccccn2)c1	3	0	3	4	6	-2	15	11	21
O=C(O)C(Cc1ccccc1)N1C(=O)c2cccc3cccc(c23)C1=O (stereo not drawn)	1	-2	2	5	7	25	-10	8	-3
COc1ccc(C2=Nn3c(nnc3-c3cccnc3)SC2)cc1	-3	0	4	2	-10	1	5	8	4
O=C(O)CCN1CC2([N+](=O)[O-])CC=C(OCCO)C([N+](=O)[O-])(C1)C2 (stereo not drawn)	0	-1	1	-2	-9	-1	4	6	1
